HCV NS3 hel inh: inhibitors of HCV NS3 helicase, primary screen, biochemical, Cy5 molecular beacon fluorescence | NS3 helicase DNA unwinding | actives 0.56% (n = 290,000) | inhibition, % at 10.9 µM | Hepatitis C virus NS3 helicase;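 active = inhibition above the mean of all tested compounds plus 3 SD, set per campaign, cut at about 35% in these data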;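 note: 0% = DMSO wells and 100% = thioflavine S control wells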
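System: NS3 helicase fragment of HCV / Schedule: 1 h at 25 °C / Control set: DMSO alone as 0% and 110 µM thioflavine S as 100% / Reagent: Cy5/quencher beacon DNA duplex and ATP to start / Technique: Cy5 fluorescence / Replication: singlicate / Evaluation: % inhibition of end-to-start signal ratio versus controls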
PHOSPHO1 inh: PubChem AID 1565; inhibition, % at 13.3 µM; Phosphoethanolamine/phosphocholine phosphatase (Homo sapiens), Q8TCT1; actives 1.1% (n = 290,000); recombinant PHOSPHO1, absorbance phosphatase assay; in the data active = inhibition above about 60%
Target sequence (Q8TCT1 whole entry, looked up): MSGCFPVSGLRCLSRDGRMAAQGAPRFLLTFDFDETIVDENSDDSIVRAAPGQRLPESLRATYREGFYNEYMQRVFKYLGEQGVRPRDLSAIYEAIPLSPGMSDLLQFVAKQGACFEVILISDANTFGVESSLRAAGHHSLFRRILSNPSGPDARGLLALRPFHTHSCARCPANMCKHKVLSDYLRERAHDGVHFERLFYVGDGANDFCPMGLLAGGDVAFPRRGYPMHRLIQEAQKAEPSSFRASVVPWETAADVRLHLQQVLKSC
OXTR ag: human OXTR agonists, primary screen, fluorescence, CHO-OTR cells, Fluo-8 calcium; Oxytocin receptor (Homo sapiens), P30559; Fluo-8 calcium fluorescence; normalized: DMSO 0%, oxytocin 100%; activation, % at 3 µM; actives 0.32% (n = 320,000);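 active = activation above the mean of all tested compounds plus 3 SD, cutoff set per screening run, cut at about 20% in these data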;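 note: peak over basal fluorescence ratio from a 100 s FLIPR kinetic read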
Target sequence (P30559 whole entry, looked up): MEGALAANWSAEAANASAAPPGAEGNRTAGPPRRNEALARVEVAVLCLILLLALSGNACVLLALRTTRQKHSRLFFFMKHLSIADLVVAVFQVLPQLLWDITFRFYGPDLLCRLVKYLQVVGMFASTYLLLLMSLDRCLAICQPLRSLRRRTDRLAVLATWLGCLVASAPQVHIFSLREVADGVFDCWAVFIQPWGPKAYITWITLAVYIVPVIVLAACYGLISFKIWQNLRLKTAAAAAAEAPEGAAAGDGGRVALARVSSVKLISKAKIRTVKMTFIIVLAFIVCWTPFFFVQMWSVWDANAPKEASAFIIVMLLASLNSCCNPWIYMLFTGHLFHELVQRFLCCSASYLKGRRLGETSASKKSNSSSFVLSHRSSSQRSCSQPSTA
GPR7 antag: GPR7 receptor antagonists, primary screen, cell-based, fluorescence, single concentration; GPR7-expressing cells, fluorescence antagonist assay; inhibition, % at 4.4 µM; actives 1.1% (n = 290,000); AID 1861, 2009; in the data active = inhibition above about 16%, passing the limit was not always enough;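 note: cells stimulated with the agonist NPW; 0% = agonist with vehicle and 100% = vehicle without agonist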
GalR3 antagonist: GalR3 antagonists in HEK293 cells, primary screen, cell-based, fluorescence readout. Galanin receptor type 3 (Homo sapiens), O60755. HEK293 GalR3-CNG cAMP membrane potential fluorescence; galR3 body fused to GalR1 C-terminus. inhibition, % at 3 µM. actives 0.44% (n = 360,000);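 active = inhibition above the screen-wide average plus 3 SD, cut at about 13% in these data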;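 note: forskolin and galanin both at EC90 stimulate the cells; cAMP rise reported by CNG channel membrane potential dye signal; 0% = forskolin plus galanin with DMSO and 100% = forskolin alone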
V1R ag counter: agonists of human V1a receptor, primary screen, counter-screen for OXTR agonist project, fluorescence, CHO-V1R cells; actives 0.25% (n = 320,000); activation, % at 3 µM; Fluo-8 calcium fluorescence, agonist mode; 0% DMSO, 100% 3 nM vasopressin;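 active = activation above the mean activation of all tested compounds plus 3 SD, per screening run, cut at about 20% in these data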;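 note: signal is peak over basal fluorescence ratio across a 100 second FLIPR read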
Target sequence (P37288 whole entry, looked up): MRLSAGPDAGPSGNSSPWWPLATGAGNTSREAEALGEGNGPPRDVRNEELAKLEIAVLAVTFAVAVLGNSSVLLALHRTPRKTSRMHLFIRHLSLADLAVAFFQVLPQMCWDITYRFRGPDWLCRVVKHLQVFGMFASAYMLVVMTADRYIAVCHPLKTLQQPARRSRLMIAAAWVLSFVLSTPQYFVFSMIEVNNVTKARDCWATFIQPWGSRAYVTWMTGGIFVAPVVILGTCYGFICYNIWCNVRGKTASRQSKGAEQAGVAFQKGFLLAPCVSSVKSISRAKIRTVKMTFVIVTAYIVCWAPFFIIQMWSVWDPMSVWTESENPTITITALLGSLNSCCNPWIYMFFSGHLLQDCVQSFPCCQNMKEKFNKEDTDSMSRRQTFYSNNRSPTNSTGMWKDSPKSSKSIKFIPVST
IMP-1 inhibitor: IMP-1 metallo-beta-lactamase inhibitors, primary screen, biochemical, epi-absorbance readout, Pseudomonas aeruginosa enzyme; metallo-beta-lactamase IMP-1 (Pseudomonas aeruginosa); purified IMP-1, nitrocefin hydrolysis, epi-absorbance fluorescence; inhibition, % at 5.6 µM; actives 0.45% (n = 290,000); AID 1556, 2009;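 active = inhibition above the mean plus 3 SD of all compounds in the same screening run, cut at about 4.5% in these data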;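 note: 0% = IMP-1 with DMSO and 100% = DMSO wells lacking enzyme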
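System: Purified IMP-1 | Read-out basis: Percent enzyme inhibition | Controls: IMP-1 with DMSO as 0%, enzyme-free DMSO as 100% | Replicates: One well per compound | Doses: 5.6 µM nominal single concentration | Detection: Epi-absorbance fluorescence, 480 nm excitation, 530 nm emission | Incubation: 25 °C, 15 min preincubation, 25 min reaction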
VIM-2 inhibitor: VIM-2 metallo-beta-lactamase inhibitors, primary screen, biochemical, epi-absorbance readout, Pseudomonas aeruginosa enzyme; purified VIM-2, nitrocefin hydrolysis, epi-absorbance fluorescence; actives 0.89% (n = 290,000); inhibition, % at 5.6 µM;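 active = inhibition above the mean of all tested compounds plus 3 SD, cutoff set per screening run, cut at about 7.5% in these data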;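 note: red hydrolysis product quenches plate fluorescence so inhibitors raise well fluorescence; 0% = enzyme with DMSO and 100% = DMSO without enzyme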
FID counter: compounds displacing fluorescent DNA intercalator, primary screen, artefact control for HCV NS3 helicase inhibitor project, biochemical, FID fluorescence; inhibition, % at 7.9 µM; AID 1845, 2009; actives 0.17% (n = 290,000); DNA fluorescent intercalator displacement; in the data active = inhibition above about 37%;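 note: 0% = vehicle and 100% = reference compound; higher means more ethidium bromide displaced from hairpin DNA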
* marks the source's active call; other numbers are inactive results; / = no result given. An unsorted share of the library. About 4.3% of those tested had a hit in this group.

SMILES	HCV NS3 hel inh	PHOSPHO1 inh	OXTR ag	GPR7 antag	GalR3 antagonist	V1R ag counter	IMP-1 inhibitor	VIM-2 inhibitor	FID counter
CCOCCCNC(=O)c1ccc(CS(=O)(=O)Cc2ccc(C)cc2)o1	12	-32	0.7	-6	-4	0.4	0.1	-1.6	-11
Nc1nc(NCC2CCCO2)nc(Nc2ccc(Cl)cc2)c1[N+](=O)[O-] (stereo unspecified)	5	37	-3.3	-10	5	-0.4	-2.3	-1.4	0
O=C(COc1ccccc1Cl)Nc1ccc(CN2CCCCC2)cc1	-2	37	9.5	6	3	8.7	-2.1	-2.0	7
O=C(NC1CC2CCC(C1)N2C(=O)NC1CCCCC1)NC12CC3CC(CC(C3)C1)C2 (stereo unspecified)	0	-3	0.9	-2	-2	-0.2	-2.3	-1.2	-3
Brc1ccc(Nc2nc(-c3cccnc3)cs2)cc1	-10	-6	-2.6	-1	-4	-1.1	-1.7	0.9	-2
CC(C)CCNC(=O)c1c[nH]c2ccc(S(=O)(=O)N3CCOCC3)cc2c1=O	13	30	0.3	25	-2	0.9	1.2	0.8	35
COn1c(C)c(C)c2c3nonc3ccc21	19	16	/	-15	-2	/	-3.3	1.7	1
COc1cccc(NC(=O)Cn2nnc(C(=O)NCc3ccc4c(c3)OCO4)c2N)c1	2	21	1.9	0	0	3.8	3.0	2.9	-19
Nc1c(C(=O)NCc2ccccc2)c2nc3ccccc3nc2n1CCCN1CCOCC1	-41	1	13	0	-10	3.5	-2.7	-0.9	-1
COc1ccc(CNC(=O)c2sc(=S)n(-c3ccc(OC)cc3)c2N)cc1	-6	95*	-0.3	1	/	0.5	-1.3	2.7	-7
O=C(NCc1cccs1)C1CCN(C(=O)NCc2ccccc2)CC1	0	13	0.4	-17	-5	0.5	0.7	-0.9	-5
NC(=O)c1ccccc1N1CCCCC1	17	0	-0.7	-1	-6	-0.6	-3.0	-1.9	-5
CCc1nnc(NC(=O)c2ccc(OC)cc2OC)s1	-2	-4	-0.2	-6	-5	0.7	-1.0	0.8	-18
CC1CC(C)(C)NC(=S)N1CCCC(=O)Nc1ccc2c(c1)OCCO2 (stereo unspecified)	-7	24	0.2	-12	-4	1.3	-2.8	-3.7	-12
CCCCCCCC#Cc1ccccc1/C=N/S(=O)c1ccc(C)cc1 (stereo unspecified)	7	-16	-1.1	-10	/	-0.7	-2.9	-2.0	-4
Cc1cc(C)nc(SCCS(=O)(=O)Cc2ccccc2)n1	6	15	-0.2	-5	-1	-0.7	-1.5	-1.5	-7
NNC(=O)c1csc(CS(=O)(=O)c2ccc(Cl)cc2)n1	-7	27	-1.0	-3	-5	-0.3	-4.2	-5.8	-5
O=C(Nc1ccc([N+](=O)[O-])cc1)c1cn(-c2ccccc2)nc1-c1cc2ccccc2o1	10	-4	-0.3	-4	-5	0.8	-4.1	-0.3	-1
CC(C)(C)C(=O)Oc1cc(N)n(S(=O)(=O)c2ccc(F)cc2)n1	1	-19	-1.2	4	-2	-0.3	-2.1	-0.4	-8
CCOc1ccc(NC(=O)C2CCN(S(=O)(=O)c3cccs3)CC2)cc1	-2	36	8.8	21	-8	10.0	0.0	-2.9	-19
CCOC(=O)Cn1nc(C)n(-c2ccccc2)c1=O	-9	40	1.2	-7	-4	-0.4	-2.7	-9.9	-1
O=C1c2ccccc2CN2C(=O)c3ccccc3CN12	4	38	0.6	-3	-3	0.5	-2.8	-2.4	3
C=CCn1c(COc2ccc(Cl)cc2)nnc1SCC(=O)c1c(N)n(C)c(=O)n(C)c1=O	0	11	0.7	-3	16*	-0.8	-2.5	-3.4	-2
O=[N+]([O-])c1cc(CN2CCCCCC2)ccc1O	9	-19	0.6	-10	-5	-0.2	-2.7	-2.3	0
CN(C)/C=C/C(=O)c1nnn(C2CCCCC2)c1NC1CCCCC1	5	22	1.2	12	-6	0.3	-1.1	-2.4	-24
COC(=O)CN1C(=S)N(c2ccccc2)C(=O)C1CC(=O)Nc1ccc(Cl)cc1 (stereo unspecified)	-6	13	13	10	-1	7.0	-3.6	0.2	-4
O=C(COC(=O)c1ccccn1)Nc1cc(Cl)ccc1Cl	0	-20	0.8	-5	2	0.1	-4.5	0.6	-7
COc1ccc(CCNC(=O)C/C(C)=N/NC(=O)c2cnccn2)cc1	0	29	-1.0	-9	0	0.2	-1.9	-2.8	-7
CC(=O)N1C(=O)N(C)C2C1N(C(C)=O)C(=O)N2C (stereo unspecified)	-5	11	1.4	-16	-2	0.1	-1.0	-1.2	4
COc1cc2c(cc1OC)CN(CC(O)c1ccccc1)CC2 (stereo unspecified)	6	35	-0.2	-4	-8	0.2	-3.0	-2.9	-9
C=CCc1c(C)nc2c(C)cccc2c1SC(=N)N	9	39	1.8	-3	9	0.4	-0.4	4.6	10
N=c1n(CCN2CCCC2)c2ccccc2n1CC(O)c1ccc(Cl)c(Cl)c1 (stereo unspecified)	-30	53	2.4	39*	-9	1.1	1.4	7.3	48*
CCCCCCSC1=C(C#N)C(c2ccc(C)o2)CC(=O)N1 (stereo unspecified)	30	-4	-1.1	13	-1	-1.3	-2.2	-1.3	-21
CSc1ccccc1C(=O)NCC(c1ccco1)N(C)C (stereo unspecified)	4	17	0.8	-6	-9	0.2	-2.7	-2.4	-1
Cc1ccc(O)c(NC(=O)c2onc(C)c2Cl)c1	30	-20	-1.4	0	-11	-0.1	0.3	0.8	-8
Cc1ccc(S(=O)(=O)N(C)C)cc1NC(=O)COc1ccc(-c2nnco2)cc1	-4	15	1.6	-8	-4	0.3	-3.3	-0.9	-16
O=C(Cc1c[nH]c2ccccc12)N/N=C/c1cccc(F)c1	1	-4	8.8	-8	-1	3.7	-1.9	-2.2	-3
COc1ccccc1N1CCN(C(=O)CSc2ncnc3c2cnn3-c2ccc(C)c(C)c2)CC1	0	30	0.8	-12	/	-0.2	-0.7	-0.1	-5
CCOc1ccc(Oc2cc(N)cc([N+](=O)[O-])c2)cc1	-6	-1	-0.1	-5	-3	0.9	1.1	-3.9	11
COc1ccccc1NC1=C(NC(C)=O)C(=O)c2ccccc2C1=O	11	8	/	-9	-6	/	-3.7	-1.9	3
CCN(CC)S(=O)(=O)c1cccc(C(=O)Nc2nncs2)c1	0	2	0.3	-2	-5	0.1	-2.5	-0.9	-7
CC(C)(Oc1ccc(Cl)cc1)C(=O)NC1=NN(c2ccccc2)C(=O)C1	33	11	-1.1	1	-7	0.5	-2.6	1.9	-9
Cc1ccc(S(=O)(=O)c2cc3c(=O)n4ccccc4nc3n(CCc3ccccc3)c2=N)cc1	0	32	-0.2	1	8	0.1	-0.9	2.8	6
CCc1ccc(-c2cc3c(=O)n(CC(=O)NCCCN4CCN(Cc5ccccc5)CC4)nc(C)n3n2)cc1	-26	26	7.7	-12	-9	5.4	-0.8	-0.3	10
Clc1ccc(-n2nnnc2CN2CCOCC2)cc1	-3	-92	1.1	-12	-2	0.4	-3.0	-1.7	2
CCC(C)N1C(=O)S/C(=C/c2ccc(Sc3nc4ccccc4[nH]3)o2)C1=O (stereo unspecified)	2	17	7.5	21	-3	11	-0.6	-1.1	-4
COc1cc2c(cc1OC)C(C(=O)NCC1COc3ccccc3O1)C(c1cccnc1)N(C)C2=O (stereo unspecified)	-1	14	-0.4	-10	-4	-0.6	-2.7	-0.6	-11
CC1CN(C(=O)c2cccc(Oc3ccccc3)c2)CC(C)O1 (stereo unspecified)	-1	/	-0.3	-6	-2	0.6	-2.3	-2.7	-22
CC(/C=C1\SC(=O)N(CCCC(=O)O)C1=O)=C\c1ccccc1	17	-5	0.5	-6	-2	0.5	-1.5	-3.0	-33
O=C(Nc1cccc([N+](=O)[O-])c1)Nn1cnnc1	17	46	4.7	-11	-2	11	-3.6	-1.5	-7

(cont.)
SMILES	HCV NS3 hel inh	PHOSPHO1 inh	OXTR ag	GPR7 antag	GalR3 antagonist	V1R ag counter	IMP-1 inhibitor	VIM-2 inhibitor	FID counter
CCn1c(SCC(=O)N2CC(C)OC(C)C2)nc2c([nH]c3ccccc32)c1=O (stereo unspecified)	6	8	-0.3	2	-3	1.6	-1.5	2.0	-12
O=C(CCC(=O)N1CCOc2ccccc21)NCc1ccccn1	7	-19	1.5	-6	/	0.1	-2.6	-0.1	-6
CCc1cccc(C)c1NS(=O)(=O)c1cc(Br)cnc1N	3	36	-2.0	-15	-2	4.0	-1.8	-0.3	0
COc1ccccc1N1CCN(S(=O)(=O)/C=C/c2ccccc2)CC1	-10	15	-1.9	-3	-3	-0.4	0.8	-0.9	-17
Cc1cccc(NC(=O)CSc2nc3[nH]ncc3c(=O)[nH]2)c1	2	-5	0.9	-4	-3	0.2	-1.2	-0.1	3
CCOC(=O)/C=C1\SCC(=O)N1CC(=O)NC(C)c1ccc(F)cc1 (stereo unspecified)	29	-49	0.4	3	-2	3.1	-4.4	-0.4	8
Cc1nc(C)n(C(C)CNC(=O)c2ccccc2)n1 (stereo unspecified)	-7	24	/	2	0	/	0.2	1.2	-6
Cc1ccc(Cl)cc1N1CCN(Cc2cc(=O)n3ccsc3n2)CC1	2	4	-1.0	3	-4	0.1	-3.2	-2.4	-17
Cc1cc(C)n(Cc2ccccc2F)c(=O)c1C#N	2	-11	0.4	-13	-2	0.2	-2.0	-1.8	-13
CCCCC(=O)Oc1c(S(=O)(=O)c2ccccc2)c(C)nn1C(C)(C)C	-7	23	-1.8	-3	-11	-0.2	0.8	2.3	-25
COc1cccc2cc(C(=O)NC3CC4CCC3C4)oc12 (stereo unspecified)	2	/	-2.1	0	-13	-0.4	-2.9	-1.5	-18

Structural class: the entries above containing a cyano group
SMILES	HCV NS3 hel inh	PHOSPHO1 inh	OXTR ag	GPR7 antag	GalR3 antagonist	V1R ag counter	IMP-1 inhibitor	VIM-2 inhibitor	FID counter
CCCCCCSC1=C(C#N)C(c2ccc(C)o2)CC(=O)N1 (stereo unspecified)	30	-4	-1.1	13	-1	-1.3	-2.2	-1.3	-21
Cc1cc(C)n(Cc2ccccc2F)c(=O)c1C#N	2	-11	0.4	-13	-2	0.2	-2.0	-1.8	-13

2 records drawn at random from the list so far:
SMILES	HCV NS3 hel inh	PHOSPHO1 inh	OXTR ag	GPR7 antag	GalR3 antagonist	V1R ag counter	IMP-1 inhibitor	VIM-2 inhibitor	FID counter
CCCCC(=O)Oc1c(S(=O)(=O)c2ccccc2)c(C)nn1C(C)(C)C	-7	23	-1.8	-3	-11	-0.2	0.8	2.3	-25
Cc1cc(C)n(Cc2ccccc2F)c(=O)c1C#N	2	-11	0.4	-13	-2	0.2	-2.0	-1.8	-13

Screening results: PubChem BioAssay, several laboratories
